Source: PubChem BioAssay (Broad Institute)
TcdB inh – TcdB glycohydrolase inhibitors, primary screen, biochemical, single point, plate reader; Toxin B (Clostridioides difficile), P18177; TcdB glycohydrolase enzymatic assay; inhibition, % at 9.99 µM; 350,000 compounds, 0.24% hits; in the data active means inhibition above about 10%
Starred values were filed as active, the others as inactive.

canonical_smiles	TcdB inh
CN1CCN(C(=O)C[C@H]2CC[C@@H]3[C@H](COc4ccc(NC(=O)C5CCCC5)cc4C(=O)N3C)O2)CC1	1.4
C[C@H]1CCCCO[C@@H](CN(C)S(=O)(=O)c2ccc(F)cc2)[C@@H](C)CN([C@@H](C)CO)C(=O)c2cc(NC(=O)NC3CCCCC3)ccc2O1	0.6
O=C(NC1CCCCC1)N[C@H]1CC[C@@H](CCNS(=O)(=O)c2ccccc2)O[C@H]1CO	0.5
C[C@H]1CN([C@@H](C)CO)C(=O)c2cc(NC(=O)C3CC3)ccc2O[C@@H]1CN(C)Cc1ccc2c(c1)OCO2	2.0
O=C(C1CC1)N1CC[C@H]2[C@H](CO)Nc3ccc(-c4ccc(F)cc4)cc3[C@H]21	2.3
COC(=O)N(C)C[C@@H]1OCc2ccccc2-c2ccccc2C(=O)N([C@@H](C)CO)C[C@@H]1C	0.4
O=C(Cc1ccncc1)NCC[C@H]1CC[C@H](NS(=O)(=O)c2ccccc2Cl)[C@H](CO)O1	-0.7
C[C@@H]1CN([C@H](C)CO)C(=O)c2cccc(NC(=O)c3ccncc3)c2O[C@@H]1CN(C)S(C)(=O)=O	-2.2

The results go on:
canonical_smiles	TcdB inh
C[C@@H]1CN([C@@H](C)CO)C(=O)Cc2cc(NC(=O)Nc3ccc(F)cc3)ccc2O[C@H]1CN(C)Cc1ccncc1	-0.2
C[C@H]1CN([C@@H](C)CO)C(=O)c2cc(C#Cc3ccccc3)cnc2O[C@H]1CN(C)CC1CCOCC1	0.6
C[C@H](CO)N1C[C@H](C)[C@@H](CN(C)C)Oc2cc(-c3cccnc3)ccc2S1(=O)=O	0.5
COc1ccc(S(=O)(=O)Nc2ccc3c(c2)CC(=O)N([C@H](C)CO)C[C@H](C)[C@@H](CN(C)C(=O)Nc2ccccc2)O3)cc1	0.1
C[C@@H]1CN([C@H](C)CO)C(=O)Cc2cc(NS(=O)(=O)c3cccs3)ccc2O[C@H]1CN(C)S(=O)(=O)c1cn(C)cn1	-10.3
C[C@H]1CN([C@@H](C)CO)C(=O)CCCn2nncc2CO[C@H]1CN(C)C(=O)Nc1ccc2c(c1)OCCO2	-1.5
CCCNC(=O)N[C@H]1CC[C@@H](CC(=O)N2CCN(C)CC2)O[C@@H]1CO	-0.2
C[C@H](CO)N1C[C@H](C)[C@@H](CN(C)Cc2ccc(Cl)c(Cl)c2)Oc2ccc(NC(=O)CCC(F)(F)F)cc2CC1=O	0.1

The results go on.
canonical_smiles	TcdB inh
C[C@@H]1CCCCO[C@H](CN(C)CC2CCCCC2)[C@@H](C)CN([C@H](C)CO)C(=O)c2cc(NC(=O)Nc3ccc(C(F)(F)F)cc3)ccc2O1	0.8
CC(C)NC(=O)OC[C@@H]1CSCCS(=O)(=O)N1	-0.4
C[C@@H]1CCCCO[C@@H](CN(C)C(=O)C2CCCCC2)[C@H](C)CN([C@H](C)CO)C(=O)c2cc(NC(=O)C3CCCCC3)ccc2O1	0.9
CC(=O)N1[C@H](C(=O)Nc2ccccc2)[C@@H](CO)[C@@H]2Cn3c(ccc(C4=CCCCC4)c3=O)[C@@H]21	-1.5
COc1ccc(-c2ccc3c(c2)[C@@H]2[C@@H](CCN2C(=O)C2CCCCC2)[C@@H](CO)N3C)cc1	-0.5
C[C@H](O)C#Cc1ccc([C@H]2[C@@H](CO)N3CCCCN(C(=O)c4ccc(F)cc4)C[C@H]23)cc1	0.5
COc1ccc(CNC(=O)C[C@@H]2CC[C@@H](NS(=O)(=O)c3cccc(OC)c3)[C@H](CO)O2)cc1	0.0
CN(C)C(=O)c1ccc(-c2ccc([C@@H]3[C@H](CO)N4CCCCN(C(=O)C5CC5)C[C@@H]34)cc2)cc1	1.4

Additional records follow:
canonical_smiles	TcdB inh
CC=Cc1ccc2n(c1=O)C[C@@H]1[C@@H](CO)[C@H](C(=O)N[C@@H](C)c3ccccc3)[C@H]2N1Cc1cccnc1 (mixture of isomers)	-0.9
N#C[C@@H]1[C@H](c2ccc(C#Cc3ccccc3F)cc2)[C@H](CO)N1C(=O)C1CCC1	-0.1
COc1ccccc1C(=O)N1C[C@H]2[C@@H](c3ccccc31)[C@@H](CO)N2C(=O)Cc1ccccc1	-3.4
CC(=O)N1[C@H](CO)[C@@H]2c3ccccc3N(S(=O)(=O)c3ccccc3C)C[C@@H]21	0.1
COC(=O)C[C@H]1CC[C@H]2[C@@H](COC[C@H](O)CN2S(=O)(=O)c2ccccc2OC)O1	-0.1
O=C(N[C@H]1CC[C@@H](CCn2cc(C3(O)CCCC3)nn2)O[C@H]1CO)C1CC1	0.1
COc1ccc(CNC(=O)C[C@@H]2C=C[C@H](NC(=O)c3cccc(F)c3)[C@H](CO)O2)cc1	-0.1
COc1ccc(S(=O)(=O)N(C)C[C@H]2Oc3cc(C#CC4CCCC4)ccc3S(=O)(=O)N([C@@H](C)CO)C[C@@H]2C)cc1	0.2

(cont.)
canonical_smiles	TcdB inh
C[C@H](CO)N1C[C@H](C)[C@@H](CN(C)S(=O)(=O)c2cn(C)cn2)OCCCC[C@H](C)Oc2ccc(NS(=O)(=O)c3ccccc3)cc2C1=O	0.7
Cc1ccc(S(=O)(=O)Nc2cccc3c2O[C@H](CN(C)CC2CC2)[C@@H](C)CN([C@H](C)CO)C3=O)cc1	1.0
CCCN1C[C@@H](C)[C@H](OC)CN(C)C(=O)c2ccc(NC(=O)C3CCOCC3)cc2OC[C@@H]1C	-0.1
CCCNC(=O)Nc1ccc2c(c1)C(=O)N(C)[C@@H]1CC[C@@H](CC(=O)NCc3ccccc3)O[C@H]1CO2	-1.7
COc1ccc(S(=O)(=O)N[C@H]2C=C[C@H](CC(=O)N3CCN(c4ccccc4)CC3)O[C@@H]2CO)cc1	-1.8
CCCC(=O)N1CCC2(CC1)CN(C(C)=O)[C@H](CO)c1c2c2ccc(OC)cc2n1C	-2.0
Cc1noc(C)c1NC(=O)Nc1ccc2c(c1)CC(=O)N([C@H](C)CO)C[C@@H](C)[C@@H](CN(C)S(=O)(=O)c1c(C)noc1C)O2	0.5
COc1ccc2c3c(n(C)c2c1)[C@H](CO)N(CC1CC1)CC31CCN(C(=O)c2cccc(F)c2)CC1	-0.2

(next part)
canonical_smiles	TcdB inh
CC(C)N(Cc1ccccc1)S(=O)(=O)c1n[nH]c(C(C)(C)C)n1	0.9
C[C@H]1CN([C@@H](C)CO)C(=O)Cc2cc(NC(=O)Nc3cccc4ccccc34)ccc2O[C@H]1CN(C)Cc1ccncc1	0.9
CC(C)CC#Cc1ccc([C@@H]2[C@@H](CO)N3CCCCN(C(=O)NC4CCCC4)C[C@@H]23)cc1	-0.9
C[C@H](CO)N1C[C@H](C)[C@H](CN(C)S(C)(=O)=O)Oc2ccc(NC(=O)c3ccncc3)cc2C1=O	0.1
C[C@H]1CN([C@@H](C)CO)S(=O)(=O)c2ccc(-c3ccccc3F)cc2O[C@H]1CN(C)S(C)(=O)=O	0.2
O=C(CCN1CCCCC1)N[C@@H]1CC[C@@H](CCn2cc(-c3cccc(F)c3)nn2)O[C@@H]1CO	0.4
CC(C)NC(=O)N(C)C[C@@H]1OCCCC[C@@H](C)Oc2ccc(NS(C)(=O)=O)cc2C(=O)N([C@H](C)CO)C[C@@H]1C	0.2
C[C@H](CO)N1C[C@H](C)[C@@H](CN(C)CC2CC2)Oc2c(NC(=O)NC3CCCCC3)cccc2C1=O	0.8

Entries listed so far with two or more sulfur atoms, in the order listed:
canonical_smiles	TcdB inh
C[C@@H]1CN([C@H](C)CO)C(=O)Cc2cc(NS(=O)(=O)c3cccs3)ccc2O[C@H]1CN(C)S(=O)(=O)c1cn(C)cn1	-10.3
CC(C)NC(=O)OC[C@@H]1CSCCS(=O)(=O)N1	-0.4
COc1ccc(S(=O)(=O)N(C)C[C@H]2Oc3cc(C#CC4CCCC4)ccc3S(=O)(=O)N([C@@H](C)CO)C[C@@H]2C)cc1	0.2
C[C@H](CO)N1C[C@H](C)[C@@H](CN(C)S(=O)(=O)c2cn(C)cn2)OCCCC[C@H](C)Oc2ccc(NS(=O)(=O)c3ccccc3)cc2C1=O	0.7
C[C@H]1CN([C@@H](C)CO)S(=O)(=O)c2ccc(-c3ccccc3F)cc2O[C@H]1CN(C)S(C)(=O)=O	0.2

Next section:
canonical_smiles	TcdB inh
CO[C@@H]1CN(C)C(=O)c2cc(NC(=O)C3CCCC3)ccc2OC[C@@H](C)N(Cc2nccs2)C[C@H]1C	-0.7
Cc1noc(C)c1NC(=O)Nc1ccc2c(c1)C(=O)N([C@H](C)CO)C[C@H](C)[C@H](CN(C)Cc1ccccc1)OCCCC[C@H](C)O2	0.0
CC(C)(C)OC(=O)N1CCC[C@@H]1C(=O)NCc1ccccc1	-4.2
O=C(c1ccncc1)N1CC[C@@H]2[C@H](CO)Nc3ccc(-c4ccccc4)cc3[C@@H]21	1.3
CN(C)CCCNC(=O)C[C@@H]1C=C[C@H](NC(=O)Cc2cccnc2)[C@@H](CO)O1	0.7
COCC(=O)N[C@H]1C=C[C@H](CC(=O)NCc2ccccc2OC)O[C@H]1CO	-0.7
C=CCN1[C@@H](C)[C@@H](c2ccccc2)Oc2c(Cl)cccc2S1(=O)=O	-4.5
CN(C)C(=O)c1cccc(-c2ccc3c(c2)[C@H]2[C@H](CCN2C(=O)c2cnccn2)[C@H](CO)N3)c1	-0.9

An excerpt of these results, with each value named:
COc1ccc(CNC(=O)C[C@@H]2CC[C@@H](NS(=O)(=O)c3cccc(OC)c3)[C@H](CO)O2)cc1
  TcdB inh: 0.0
CN(C)C(=O)c1ccc(-c2ccc([C@@H]3[C@H](CO)N4CCCCN(C(=O)C5CC5)C[C@@H]34)cc2)cc1
  TcdB inh: 1.4
CC=Cc1ccc2n(c1=O)C[C@@H]1[C@@H](CO)[C@H](C(=O)N[C@@H](C)c3ccccc3)[C@H]2N1Cc1cccnc1 (mixture of isomers)
  TcdB inh: -0.9

The list goes on.
canonical_smiles	TcdB inh
C[C@@H]1CN([C@H](C)CO)C(=O)c2cccc(NS(=O)(=O)c3cn(C)cn3)c2O[C@H]1CN(C)Cc1ccccc1	-0.3
C[C@@H]1CN([C@@H](C)CO)S(=O)(=O)c2ccc(-c3ccncc3)cc2O[C@@H]1CN(C)C(=O)Nc1ccc(C(F)(F)F)cc1	1.8
C[C@@H]1CN([C@H](C)CO)C(=O)Cc2cc(NC(=O)Nc3ccc4c(c3)OCO4)ccc2O[C@@H]1CN(C)C(=O)Nc1ccc2c(c1)OCO2	0.8
CC(=O)N[C@@H]1CC[C@@H](CCNC(=O)C2CC2)O[C@@H]1CO	-0.8
COc1ccc(S(=O)(=O)Nc2ccc3c(c2)C(=O)N([C@@H](C)CO)C[C@H](C)[C@@H](CN(C)C(=O)Nc2ccc(F)cc2)OCCCC[C@@H](C)O3)cc1	0.9
COC(=O)C1=C(C)N(C)C(=NCC2CC2)NC1c1cccc(Cl)c1 (configuration not stated)	0.7
O=C(C[C@@H]1C[C@@H]2c3cc(NC(=O)NC4CCCC4)ccc3O[C@@H]2[C@H](CO)O1)NC1CCCCC1	-2.0
CN(C)C(=O)c1cccc(-c2ccc([C@H]3[C@@H](C#N)N(C(=O)C4CCCCC4)[C@H]3CO)cc2)c1	1.1

Going on with the list.
canonical_smiles	TcdB inh
C[C@@H]1CN([C@H](C)CO)C(=O)Cc2cc(NC(=O)C3CC3)ccc2O[C@@H]1CN(C)S(=O)(=O)c1ccc(F)cc1	1.2
C[C@H](CO)N1C[C@H](C)[C@@H](CN(C)C(=O)Nc2ccccc2)Oc2ccc(NC(=O)Nc3ccc(F)cc3)cc2C1=O	-0.6
COc1cc2c(cc1OC)CN(C(=O)[C@H]1[C@@H]3C(=O)O[C@@H](c4ccccc4)[C@@H](c4ccccc4)N3[C@@H](c3ccccc3OCCO)[C@]13C(=O)Nc1ccccc13)CC2	-0.6
CCCC#Cc1ccc([C@H]2[C@H](CO)N3C(=O)CN(C(=O)Nc4cccc(F)c4)C[C@@H]23)cc1	0.7
C[C@@H]1CN([C@@H](C)CO)S(=O)(=O)c2ccc(-c3cccc(C(=O)N(C)C)c3)cc2O[C@@H]1CN(C)Cc1ccc2c(c1)OCO2	-9.0
C[C@H](CO)N1C[C@H](C)[C@H](CN(C)Cc2ccc3c(c2)OCO3)Oc2ccc(NC(=O)Nc3ccc(F)cc3)cc2CC1=O	0.7
CCOC(=O)CC1(C)N(S(=O)(=O)c2ccc(C)cc2)c2ccccc2N1S(=O)(=O)c1ccc(C)cc1	1.3
CCCNC(=O)N(C)C[C@H]1Oc2ncc(-c3ccccc3F)cc2C(=O)N([C@H](C)CO)C[C@H]1C	-2.0

Further entries
canonical_smiles	TcdB inh
O=C(C[C@H]1C=C[C@@H](NC(=O)c2ccc(F)cc2)[C@H](CO)O1)NCCc1ccccc1	1.0
COC(=O)[C@]12C[C@H](CC(=O)NCc3ccc(OC)c(OC)c3)C(=O)N(Cc3ccccc3)C1=C[C@H](C(C)C)O[C@@H]2C1CC1	0.7
O=C(C[C@@H]1C[C@@H]2c3cc(NC(=O)c4ccc5c(c4)OCO5)ccc3O[C@@H]2[C@@H](CO)O1)NC1CCCC1	-1.4
COCCOC(=O)N1C(=O)[C@@]2(c3cc(C#CCNC(N)=O)ccc31)[C@H](C(=O)N1CCN(c3ncccn3)CC1)[C@H]1C(=O)O[C@H](c3ccccc3)[C@H](c3ccccc3)N1[C@@H]2c1ccccc1OCCO	-0.1
CO[C@@H]1CN(C)C(=O)c2ccc(NC(=O)C3CCCC3)cc2OC[C@H](C)NC[C@H]1C	-0.7
C[C@H](CO)N1C[C@H](C)[C@H](CN(C)C(=O)C2CCOCC2)Oc2ncc(Br)cc2C1=O	-0.1
CN(C)C(=O)c1ccc(-c2ccc([C@H]3[C@@H](CO)N4CCCCN(C(=O)C5CC5)C[C@H]34)cc2)cc1	0.1
CC(=O)N(C)C[C@H]1Oc2cc(-c3ccccc3F)ccc2S(=O)(=O)N([C@@H](C)CO)C[C@H]1C	-0.7
CCC(=O)NC[C@@H]1[C@H](c2ccccc2)[C@@H](CO)N1C(=O)C1CC1	-12.4
C[C@@H]1CN([C@@H](C)CO)C(=O)c2cc(NS(=O)(=O)c3ccccc3)ccc2O[C@H]1CN(C)S(=O)(=O)c1cccs1	0.9
C[C@H](CO)N1C[C@H](C)[C@H](CN(C)S(C)(=O)=O)Oc2ccc(NC(=O)C3CC3)cc2C1=O	1.0

Only part of the results is shown; count on the stated rates, not on these rows.
